PGC1a acetyl inh: modulators of PGC1a acetylation | U2OS PGC1a acetylation, AlphaScreen anti-acetyl-lysine; with virally co-expressed GCN5 acetyltransferase | inhibition, % at 15.6 µM | 0.17% of 350,000 active | AID 651687;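 active = every replicate shows inhibition of at least 40%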;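 also: 0% = neutral control wells and 100% = positive control wells; some results beyond the cut were filed as inactive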
LGR2 inh: Drosophila LGR2 receptor signaling inhibition; HEK293 LGR2, CRE-luciferase, bursicon-stimulated, 4 h; inhibition, % at 9.99 µM; 0.35% of 380,000 active;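 active = drop in luminescence signal, shown as inhibition above about 50% in the replicate tests, limit read from the data, passing the limit was not always enough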;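 also: agonist challenge used bursicon conditioned medium at about half maximal strength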
Cneo AK release: causes C. neoformans cell lysis; adenylate kinase release luminescence, 4 h; normalised: neutral wells 0, clomiphene wells 100; 0.2% of 360,000 active; lysis activity, % at 15 µM;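 active = mean lysis activity across replicates of at least 80%, whatever share of replicates individually reach that level; inactive = mean lysis activity below 80%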
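Assay system: C. neoformans cells. Amount: yeast cell density of 5 × 10^6 cells/mL. Technique: AK luminescence. Buffer or medium: YPD. Times: static 4 h at 37 °C with compound, 1 h detection. Dosing: single-point compound dose. Read-out: lysis from increased AK signal.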
Statin myotox sup: suppressors of simvastatin-induced myotoxicity in C2C12 myotubes | ATP luminescence, 48 h; scaled: DMSO 0, geranylgeraniol control 100 | rescue of ATP level, % at 7.49 µM | 0.78% of 330,000 active;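 active = mean ATP rescue above about 67%, or every replicate alone reaching that limit, limit read from the data, passing the limit was not always enough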;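 also: myotubes were challenged with 10 µM simvastatin during compound exposure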
GSIS activator: GLuc luminescence reporter in INS-1E cells, primary screen for activators of glucose-dependent secretion of insulin. INS-1E GLuc reporter insulin secretion, 2-3 h. activation, % at 16.6 µM. 0.61% of 370,000 active. AID 743287;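 active = lowest replicate activation of at least 40%, so every replicate reaches that level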;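 also: 0% = median of neutral control wells and 100% = median of IBMX positive control wells; some compounds called inactive have numbers as strong as hits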
PAX8 inh HTS: inhibitors of PAX8 transcriptional activity in RMG-I cells | AID 652154 | 1.2% of 360,000 active | RMG-I TPO-luciferase reporter, SteadyGlo, 24 h | inhibition, % at 12.6 µM;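 active = mean replicate inhibition at least 60% with every replicate also reaching 60%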;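 also: luciferase light reporting Pax8 driven TPO promoter activity; plate controls were median of neutral control wells for no effect and mitoxantrone controls for full effect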
PglD inh: PglD (C. jejuni) enzyme inhibition; purified PglD enzyme, DTNB colorimetric CoA detection; inhibition, % at 12.5 µM; 0.098% of 360,000 active; in the data active = inhibition above about 16%, passing the limit was not always enough; also: strong numbers were not always called active
ARNT-TACC3 inh: ARNT/TACC3 interaction disruption | AID 623870 | 0.66% of 390,000 active | AlphaScreen His-ARNT PAS-B/GST-TACC3 binding, luminescence; TACC3 fragment carries E629A point mutation | inhibition, % at 9.99 µM | Q9Y6A5;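 active = mean inhibition of replicates at least 50% and at least half of replicates each reaching 50%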;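 also: 0% = complete ARNT plus TACC3 wells and 100% = ARNT alone without TACC3; many hits fall short of the cut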
Active calls of the source: *; nt = no result given; & = joins results of further samples.

no.	structure	PGC1a acetyl inh	LGR2 inh	Cneo AK release	Statin myotox sup
1	COCCNC(=O)c1ccc(N2CC3CC(C2)c2cccc(=O)n2C3)c(NC(=O)c2ccc(Br)o2)c1 (stereo not drawn)	3	-5	-1	8
2	CCN1CCN(Cc2c(C(=O)N/N=C(\C)c3ccc(Cl)cc3)nnn2-c2nonc2N)CC1	nt	-9	0	49
3	CC1CN(c2ccccc2)CCN1Cc1nc(Cc2ccccc2)no1 (stereo not drawn)	13	-4	0	0
4	CNc1ccccc1C(C)(C)c1ccn[nH]1	-9	7	4	4
5	CCNC(=O)C[C@H]1CC[C@H]2[C@@H](COC[C@H](O)CN2C(=O)Nc2ccc3c(c2)OCO3)O1	0	-11	-4	-12
6	COC(=O)c1cn(CC(=O)Nc2ccccc2C)c2ccccc12	5	7	6	-2
7	C[C@H](CO)N1C[C@H](C)[C@H](CN(C)S(=O)(=O)c2cn(C)cn2)Oc2ccc(NC(=O)Nc3ccc(F)cc3)cc2C1=O	-9	8	-3	-6
8	c1cncc(-c2nc(NCCCN3CCOCC3)c3c4c(sc3n2)CCC4)c1	-14	3	nt	nt
9	CC(C)NC(=O)Nc1ccc2c(c1)C(=O)N([C@@H](C)CO)C[C@@H](C)[C@@H](CN(C)S(=O)(=O)c1ccccc1)O2	-5	-5	0	-13
10	N#Cc1c(NC(=O)CSc2nc(-c3ccco3)cc(C(F)(F)F)n2)sc2c1CCCC2	-1	nt	2	3

no.	GSIS activator	PAX8 inh HTS	PglD inh	ARNT-TACC3 inh
1	8	-3	-3	-6
2	9	17	-1	19
3	-44	-4	-1	5
4	-3	16	0	2
5	3	-18	0	6
6	3	9	-5	-3
7	7	14	1	nt
8	11	15	nt	1
9	18	-1	2	-3
10	nt	nt	1	1

(continued)
no.	structure	PGC1a acetyl inh	LGR2 inh	Cneo AK release	Statin myotox sup
11	Cc1ccc(-c2ccc3c(c2)O[C@H](CN(C)C(=O)Nc2ccccc2)[C@H](C)CN([C@H](C)CO)S3(=O)=O)cc1	4	-6	3	0
12	CCCn1c(Nc2ccc(Cl)cc2)nc2ccccc21	nt	8	3	-10
13	O=C(C[C@@H]1C=C[C@H](NC(=O)C2CC2)[C@@H](CO)O1)NC1CCC1	-13	9	12	-10
14	COc1ccc(OC)c(C2NC(=O)NC(C)=C2C(=O)OCc2ccccc2)c1 (stereo not drawn)	nt	7	1	1
15	CCCCOC(=O)C1=C(C)NC(=O)NC1c1ccc(N(C)C)cc1 (stereo not drawn)	-9	14	7	29
16	O=C(Nc1ccc(NC(=O)C23CC4CC(CC(C4)C2)C3)cc1)c1cc(F)c(F)cc1Cl	2	5	nt	nt
17	Cc1ccc(CNC(=O)CN(Cc2ccccc2)S(C)(=O)=O)cc1	-16	nt	-1	4
18	CC(C)(C)c1ccc(C(=O)/C=C2\NC(=O)CS2)cc1	10	-2	-4	-41
19	Cc1cc(/C=N/NC(=O)CC2(C)OCCO2)c(C)n1-c1ccc(Cl)c(Cl)c1	-7	nt	0	nt
20	O=C(Cn1ncc2c3ccccc3n(Cc3ccccc3)c2c1=O)NCc1ccco1	-5	5	nt	0

no.	GSIS activator	PAX8 inh HTS	PglD inh	ARNT-TACC3 inh
11	-12	43	0	4
12	-8	nt	-1	2
13	9	-17	1	-4
14	16	7	-9	3
15	18	2	-8	-1
16	6	-19	nt	-4
17	nt	nt	-2	-1
18	-23	nt	-1	10
19	nt	nt	-1	10
20	5	3	nt	-5

(listing goes on)
no.	structure	PGC1a acetyl inh	LGR2 inh	Cneo AK release	Statin myotox sup
21	COc1ccc(CC(=O)N2CCC(Nc3nc4ccccc4n3Cc3ccc(F)cc3)CC2)cc1	-2	nt	0	29
22	O=C(COc1coc(CN2CCc3ccccc3C2)cc1=O)Nc1cccc(F)c1	3	3	-3	8
23	CN1[C@@H]2Cn3c(ccc(-c4ccccc4F)c3=O)[C@H]1[C@@H](C(=O)NCc1ccccn1)[C@@H]2CO	nt	11	-1	-1
24	Cc1ccc(S(=O)(=O)NC2CC2)cc1[N+](=O)[O-]	nt	7	-1	-5
25	O=C(c1ccncc1)N1CC(=O)N2[C@H](C1)[C@@H](c1ccc(/C=C/c3ccccc3)cc1)[C@@H]2CO	-17	-5	nt	nt
26	C[C@H](O)C#Cc1ccc2c(c1)O[C@@H](CN(C)Cc1cncnc1)[C@@H](C)CN([C@H](C)CO)S2(=O)=O	3	5	0	-3
27	CCCNC(=O)N1C[C@@H]2[C@H](c3ccccc31)[C@H](CO)N2Cc1ccc(F)cc1	-6	-10	-1	-10
28	CN1c2ccc(-c3cccc(C#N)c3)cc2[C@H]2[C@H](CCN2S(=O)(=O)c2ccc(F)cc2)[C@@H]1CO	0	5	-7	14
29	Cc1noc(C)c1NC(=O)NCC[C@H]1CC[C@@H](NC(=O)c2ccc(F)cc2)[C@H](CO)O1	6	-9	-14	-1
30	Cc1cc(C)n2c(SCC(C)C)nnc2n1	-1	-7	1	-2

no.	GSIS activator	PAX8 inh HTS	PglD inh	ARNT-TACC3 inh
21	nt	16	-4	7
22	-12	0	-3	-2
23	24	nt	-3	2
24	0	11	9	-5
25	9	15	nt	nt
26	-28	-2	-4	-5
27	-5	3	0	1
28	6	-7	0	7
29	-7	-6	8	0
30	11	-5	-1	-7

Continuation.
no.	structure	PGC1a acetyl inh	LGR2 inh	Cneo AK release	Statin myotox sup
31	COc1cc(Cn2nnc3ccccc32)cc(Br)c1O	-1	-2	-1	4
32	Cc1onc(-c2c(F)cccc2Cl)c1C(=O)N1C=CC(C(F)(F)Cl)=NCC1	-17	nt	2	16
33	c1c2c(cc3sc(N4CCCCC4)nc13)OCCO2	-2	85*	-25	nt
34	Cc1ccc(N2C(=S)SC3CS(=O)(=O)CC32)cc1 (stereo not drawn)	nt	-14	nt	nt
35	N#C[C@@H]1[C@H](c2ccccc2)[C@@H](CO)N1C(=O)Cc1ccccc1	-2	5	0	2
36	Cc1cc(NS(=O)(=O)c2ccc(NC(=O)c3ccc([N+](=O)[O-])c(Cl)c3)cc2)no1	3	-7	-1	-5
37	O=C(CCCC(=O)NC1CCCCC1)Nc1ccc([N+](=O)[O-])cc1	5	8	0	-2
38	CCCN(C(=O)CSc1nc2ccccc2n1CC)C1CCS(=O)(=O)C1 (stereo not drawn)	nt	-5	-1	-3
39	O=C(CSc1n[nH]c(-c2cccnc2)n1)Nc1ccccc1	-3	nt	1	nt
40	O=S(=O)(c1cccc(Cl)c1)N1[C@@H]2CNC[C@H]1C2c1ccc(-c2ccncc2)cc1 (stereo partly drawn)	-10&3	7&-6	nt	nt

no.	GSIS activator	PAX8 inh HTS	PglD inh	ARNT-TACC3 inh
31	17	-21	0	1
32	nt	nt	-6	-12
33	5	34	2	-24
34	5	-24	nt	-6
35	-2	10	2	-58
36	8	14	4	1
37	-7	17	4	-3
38	-1	9	0	nt
39	nt	nt	0	3
40	1&4	2	nt	nt

Continued:
no.	structure	PGC1a acetyl inh	LGR2 inh	Cneo AK release	Statin myotox sup
41	O=C(NC(=S)NNC(=O)c1cnccn1)c1ccc(F)cc1	-4	-13	nt	nt
42	CN(c1ccc(C(=O)Nc2ccc(CC#N)cc2)cc1)S(C)(=O)=O	-10	-28	nt	nt
43	COc1cccc(NC(=O)COC(=O)CNC(=O)C2CCCCC2)c1	nt	2	1	4
44	COc1ccc(CC(=O)n2[nH]c(=O)cc(C)c2=O)cc1OC	4	3	4	nt
45	COC(=O)N/N=C/c1ccccc1OCc1ccccc1	5	3	-5	1
46	COc1ccc(CC(=O)NNC(=O)c2ccc(SCc3cc(F)ccc3F)c([N+](=O)[O-])c2)cc1	-14	-4	-5	-32
47	COc1ccc(C(=O)Nc2ccc3c(c2)OC[C@H](C)NC[C@@H](C)[C@H](OC)CN(C)C3=O)cc1	-3	2	6	-4
48	CCn1c(SCC(=O)Nc2cc(C)ccc2C)nnc1-c1cnccn1	1	nt	-1	-2
49	O=C1c2cccc(OCC(=O)N3N=C(c4cccs4)CC3c3ccc(F)cc3)c2CCN1Cc1cccnc1 (stereo not drawn)	nt	-10	nt	nt
50	CCc1nn(CC(=O)NCc2ccccc2Cl)c(=O)c2cccn12	-1	8	-3	32

no.	GSIS activator	PAX8 inh HTS	PglD inh	ARNT-TACC3 inh
41	-1	-4	nt	68*
42	9	-19	nt	-7
43	6	9	4	nt
44	10	-9	10	-7
45	6	7	0	3
46	8	nt	2	-22
47	-1	nt	-1	-5
48	nt	-12	5	nt
49	-31	11	nt	3
50	-4	6	0	2

(continued)
no.	structure	PGC1a acetyl inh	LGR2 inh	Cneo AK release	Statin myotox sup
51	OC(COc1ccccc1)CSc1ncn[nH]1 (stereo not drawn)	3	-15	1	1
52	CC1(C)OC(=CC=Nc2ccc(Cl)cc2)OC1(C)C	1	10	1	nt
53	Cn1cc(CN2CCCC(CNS(=O)(=O)c3cccc4cccnc34)C2)cn1 (stereo not drawn)	-1	4	0	nt
54	O=C(O)CN1C(=O)CC(Cc2ccc(Cl)cc2)C1=O (stereo not drawn)	1	nt	2	nt
55	Cc1ccc(NC(=O)CSc2nc3[nH]c(=O)cc(O)c3s2)c(Br)c1	1	-13	0	15
56	O=C(/C=C/c1cccc([N+](=O)[O-])c1)c1ccc([N+](=O)[O-])o1	nt	32	3	18
57	COc1cc2c(cc1OC)C(Nn1cnnc1)=NC1(CCCC1)C2	11	-10	1	nt
58	Cc1cc(C(=O)NNC(=O)C2CCCC2)c(C)o1	0	-12	-1	-3
59	O=C(O)CN(Cc1ccco1)S(=O)(=O)c1ccccc1	-3	nt	0	-3
60	N#C/C(=C(/O)COc1ccccc1)c1nnc2n1CCCCC2	-1	3	nt	nt

no.	GSIS activator	PAX8 inh HTS	PglD inh	ARNT-TACC3 inh
51	11	nt	7	-9
52	10	-24	7	0
53	-5	10	-3	-23
54	nt	-15	0	-13
55	21	-1	-3	-2
56	-16	27	7	-8
57	5	0	7	1
58	10	10	2	16
59	nt	nt	-1	-8
60	6	-5	nt	6

(cont.)
no.	structure	PGC1a acetyl inh	LGR2 inh	Cneo AK release	Statin myotox sup
61	CC(=O)c1cc(-c2ccccc2)n(CC(=O)Nc2cc(C)cc(C)c2)c1C	17	-2	-1	nt
62	O=C(Nc1cccc2cccnc12)c1cccnc1	1	nt	-1	11
63	O=S(=O)(Nc1ccc(Cl)cn1)c1ccc2c(c1)OCCO2	4	-8	1	4
64	N#CCCN(Cc1cccnc1)C(=S)NCc1ccco1	nt	-9	nt	nt
65	CCOc1ccc2nc(NC(=O)CSc3cn[nH]n3)sc2c1	-2	15	-8	-1
66	C=CCNC(=O)c1onc(CSc2ccc(C)c(C)c2)c1C(=O)O	nt	-3	2	3
67	C=C(C)Cn1c(SCC(=O)O)nnc1-c1ccc(C(C)(C)C)cc1	7	nt	7	nt
68	COCCCNC(=S)N1CCN(Cc2ccc3c(c2)OCO3)CC1	nt	20	nt	nt

no.	GSIS activator	PAX8 inh HTS	PglD inh	ARNT-TACC3 inh
61	4	-7	-2	-1
62	nt	nt	-3	-24
63	20	-17	4	-2
64	-5	1	nt	-7
65	5	-49	0	nt
66	-5	-1	8	-16
67	nt	nt	-2	-4
68	6	-9	nt	-2

An excerpt of these results, with each value named:
(62) O=C(Nc1cccc2cccnc12)c1cccnc1
  PGC1a acetyl inh: 1; LGR2 inh: nt; Cneo AK release: -1; Statin myotox sup: 11; GSIS activator: nt; PAX8 inh HTS: nt; PglD inh: -3; ARNT-TACC3 inh: -24
(66) C=CCNC(=O)c1onc(CSc2ccc(C)c(C)c2)c1C(=O)O
  PGC1a acetyl inh: nt; LGR2 inh: -3; Cneo AK release: 2; Statin myotox sup: 3; GSIS activator: -5; PAX8 inh HTS: -1; PglD inh: 8; ARNT-TACC3 inh: -16
(61) CC(=O)c1cc(-c2ccccc2)n(CC(=O)Nc2cc(C)cc(C)c2)c1C
  PGC1a acetyl inh: 17; LGR2 inh: -2; Cneo AK release: -1; Statin myotox sup: nt; GSIS activator: 4; PAX8 inh HTS: -7; PglD inh: -2; ARNT-TACC3 inh: -1

Bioassay records (PubChem BioAssay)
